High-throughput results deposited in PubChem by National Center for Advancing Translational Sciences (NCATS).
RORg inh: blocks mouse ROR gamma transcriptional activity; Potency, µM (top dose mostly 53.6 µM), inactives show top-dose activity change, negative = inhibition, most hits filed as inhibitors; Drosophila S2 Gal4-RORgamma UAS-luciferase reporter, 20 h; actives 5.4% (n = 310,000); AID 2551; note: potency is the fitted concentration of half-maximal effect; % is set by controls: 0 for no effect and ±100 for the full control effect; nearly all actives have a fitted effect of over 60% in size
Target sequence (P51450 whole entry, looked up, the tested form may be a part): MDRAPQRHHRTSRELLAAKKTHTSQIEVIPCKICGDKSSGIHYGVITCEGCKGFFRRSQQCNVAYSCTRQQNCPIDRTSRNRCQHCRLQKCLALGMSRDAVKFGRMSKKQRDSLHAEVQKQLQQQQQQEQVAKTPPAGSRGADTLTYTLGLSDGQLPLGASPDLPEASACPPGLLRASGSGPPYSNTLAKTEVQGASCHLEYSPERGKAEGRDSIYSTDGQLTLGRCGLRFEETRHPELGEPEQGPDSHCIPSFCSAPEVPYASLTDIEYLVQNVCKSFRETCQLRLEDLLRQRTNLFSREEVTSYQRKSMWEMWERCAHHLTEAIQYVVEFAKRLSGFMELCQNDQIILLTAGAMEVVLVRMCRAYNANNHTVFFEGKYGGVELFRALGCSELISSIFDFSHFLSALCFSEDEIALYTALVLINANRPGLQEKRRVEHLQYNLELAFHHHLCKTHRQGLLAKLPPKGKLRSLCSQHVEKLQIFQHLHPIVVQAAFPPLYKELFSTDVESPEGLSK
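Using a luciferase readout, inhibitors were identified by reduced reporter activity in Drosophila cells coexpressing a copper-inducible Gal4–ROR gamma fusion and UAS-driven Photinus luciferase, incubated 20 hr after 700 uM copper sulfate.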
VP16 counter: counter-screen for ROR gamma inhibitors: Gal4-VP16 reporter | Drosophila S2 Gal4-VP16 UAS-luciferase, luminescence, 20 h | Potency, µM (series often up to 53.6 µM), for the others: top-dose activity, negative = inhibition, usual class: inhibitors | actives 3.5% (n = 310,000);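 note: Gal4-VP16 expression switched on by copper sulfate through the metallothionein promoter; potency is the fitted concentration of half-maximal effect; % is set by controls: 0 for no effect and ±100 for the full control effect; nearly all actives have a fitted effect of over 50% in size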
FBPA coupling cs: inhibits coupling enzyme system, counter-screen for aldolase hits. coupling enzyme system counterscreen, AmpLite Red fluorescence. activity change, negative = inhibition, % at 58.2 µM, hits read low. actives 0.67% (n = 290,000). AID 2472; in the data active = activity change below about -30%; note: % is set by controls: 0 for no effect and ±100 for the full control effect
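Counterscreen of the coupled detection system alone, without aldolase: glyceraldehyde-3-phosphate coupling enzymes plus AmpLite Red readout. Compounds at 57.5 uM final, 10 min RT preincubation, 20 min RT reaction, fluorescence 525/598 nm.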
Rab9 prom act: Rab9 promoter activation; Huh7 Rab9 promoter-luciferase reporter, luminescence, 24 h; Potency, µM (series often up to 9.22 µM), for inactives: top-dose activation, negative = inhibition, actives largely listed as activators; actives 2.8% (n = 320,000); note: potency is the fitted concentration of half-maximal effect; % of control where 0% means no effect; nearly all actives have a fitted effect of over 60% in size
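Stable Rab9-luc Huh7, 1500 cells/well, 2 h settle; cmpd in DMSO, 24 h, 37 °C/5% CO2; luciferase reagent 10 min RT; luminescence.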
NPC1 prom act: NPC1 promoter activation; Huh7 NPC1 promoter luciferase reporter, 24 h; Potency, µM (top dose mostly 9.22 µM), without a hit: at the highest dose activation, most hits filed as activators; actives 2.4% (n = 320,000); AID 485313;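 note: potency is the fitted concentration of half-maximal effect; % of control where 0% means no effect; nearly all actives have a fitted effect of over 60% in size; reporter is driven by a mutant NPC1 promoter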
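Huh7 cells stably carrying NPC1 promoter–luciferase, plated in Opti-MEM with 10% FBS for 2 h, were exposed to compound in DMSO for 24 h at 37 °C; luciferase reagent was added for 10 min and luminescence read.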
Tb PFK block: blocks T. brucei phosphofructokinase | O15648 | AID 485367 | T. brucei PFK, ADP-Glo luminescence | actives 0.17% (n = 330,000) | Potency, µM (top dose mostly 57.5 µM), inactives show at the top dose activity, negative = inhibition, most hits filed as inhibitors;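 note: potency is the fitted concentration of half-maximal effect; 0% = uninhibited 1x PFK enzyme wells and -100% = no-enzyme wells; nearly all actives have a fitted effect of over 60% in size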
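Luminescent ADP detection (ADP-Glo, two-step: ATP depletion then ADP-to-ATP conversion for luciferase) reported PFK activity after 45 min room-temperature reaction of 1.25 nM enzyme with 0.5 mM F6P and 0.1 mM ATP at pH 8.0.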
ELG1 genotoxic: genotoxicity induction in ELG1-luciferase HEK293T cells; HEK293T ELG1-luciferase reporter, luminescence, 16 h; Potency, µM (doses to about 46 µM), for inactives: top-dose activity change, positive = activation, actives largely listed as activators; actives 1.3% (n = 330,000); AID 504466; note: potency is the fitted concentration of half-maximal effect; % of control where 0% means no effect; nearly all actives have a fitted effect of over 60% in size
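Step 1: seed 2,000 HEK293T ELG1-luciferase cells per well. Step 2: add compound or DMSO, incubate 16 hr at 37 °C. Step 3: ONE-Glo, 30 min at room temperature, read luminescence.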
uPA generation: blocks generation of uPA at the cell surface; Potency, µM (titrated, usually from 38.3 µM), for inactives: top-dose activity change, negative = inhibition, most hits filed as inhibitors; actives 0.31% (n = 330,000); cell surface uPA generation assay, qHTS; active = well fitted inhibition curve with a large enough effect; inconclusive = small, poorly fitted or top-dose-only effect; inactive = no such curve, though single readings can be large or run the other way; tested in mouse RAW 264.7 cells; note: potency is the fitted concentration of half-maximal effect; % is set by controls: 0 for no effect and ±100 for the full control effect; nearly all actives have a fitted effect of over 55% in size
FLuc modulator: counter-screen for miR-21 project: firefly luciferase inhibitors or activators; Potency, µM (top dose mostly 57.5 µM), inactives show at the highest dose activity change, negative = inhibition, hits mostly inhibitors; AID 588342; P08659; purified FLuc, Km substrates, luminescence inhibition; actives 6.9% (n = 360,000);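 note: potency is the fitted concentration of half-maximal effect; plate controls were vehicle for no effect and reference inhibitor for full effect; nearly all actives have a fitted effect of over 55% in size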
Target sequence (P08659 whole entry, looked up): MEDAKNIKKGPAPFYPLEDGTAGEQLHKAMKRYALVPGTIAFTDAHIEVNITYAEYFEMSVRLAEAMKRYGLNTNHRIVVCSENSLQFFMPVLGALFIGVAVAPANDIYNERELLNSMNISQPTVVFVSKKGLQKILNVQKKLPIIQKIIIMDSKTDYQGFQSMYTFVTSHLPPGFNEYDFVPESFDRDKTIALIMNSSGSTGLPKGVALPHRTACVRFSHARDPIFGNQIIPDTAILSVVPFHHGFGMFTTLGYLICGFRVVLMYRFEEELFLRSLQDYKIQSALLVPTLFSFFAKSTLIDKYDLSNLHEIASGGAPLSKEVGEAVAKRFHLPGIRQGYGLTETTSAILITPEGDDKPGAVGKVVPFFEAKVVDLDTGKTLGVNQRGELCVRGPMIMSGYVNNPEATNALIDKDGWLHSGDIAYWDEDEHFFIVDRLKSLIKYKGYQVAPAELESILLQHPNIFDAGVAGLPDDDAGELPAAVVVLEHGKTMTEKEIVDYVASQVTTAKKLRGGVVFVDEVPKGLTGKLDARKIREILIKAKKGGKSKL
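Biochemical qHTS of compounds, final roughly 60 µM downward over six points, against 10 nM purified firefly luciferase using Km concentrations of substrates (10 uM D-luciferin, 10 uM ATP) in Tris acetate pH 7.5 buffer; luminescence output.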
KCNH2 3.1 inh: KCNH2 3.1 (human) potassium channel inhibition; U2OS KCNH2 3.1, thallium flux FluxOr; active compounds read low; activity change, % (tested at about 1.8 µM); actives 0.95% (n = 340,000);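 active = maximum activity change below -70%; inconclusive = maximum activity change from -70% to -50%; inactive = maximum activity change above -50%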;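 note: thallium influx rate constant from kinetic fluorescence after stimulation buffer; % is set by controls: 0 for no effect and ±100 for the full control effect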
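Steps: virus added to U2OS suspension (4 h, RT, dark); medium with 10% FBS added, cells plated, 37 C overnight; FluxOr/Red40 loading buffer 45 min RT; stimulation buffer, 2 min kinetic read; rate constant normalized.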
Giardia killer: Giardia lamblia killing; Giardia lamblia trophozoite viability; activity change, % at 7.66 µM, hits read low; actives 0.15% (n = 340,000); AID 540267; in the data active = activity change below about -80%; inconclusive = between about -30% and that limit;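 note: parasites exposed to compound for two days anaerobically before the ATP read; % is set by controls: 0 for no effect and ±100 for the full control effect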
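Trophozoite viability was measured as ATP-dependent luminescence, read 15-30 min after reagent addition. Before that, parasites at 100 cells/well were exposed to compounds for 48 h, anaerobically, at 37 deg C.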
Starred values were filed as active, the others as inactive; ? = inconclusive; / = no result given; [ ] = dose if it differs, or a comment. Unless noted, calls come from the whole dose curve; as a rule, active = well fitted curve in the direction sought with a large enough effect; inconclusive = small, poorly fitted or top-dose-only effect, or another doubt; inactive = no such curve, though single readings can be large; an effect the other way counts as inactive or inconclusive.

SMILES | RORg inh | VP16 counter | FBPA coupling cs | Rab9 prom act | NPC1 prom act | Tb PFK block | ELG1 genotoxic | uPA generation | FLuc modulator | KCNH2 3.1 inh | Giardia killer
CC1CCN(C(=O)Cn2nnc(-c3ccccc3)n2)CC1 | -24% | 8% | 0 | ? | 24% | -2% | ? | ? | -17% | 4 | ?
Cc1ccc(S(=O)(=O)N2CCN(Cc3ccccc3)CC2)c(C)c1N(C)S(=O)(=O)c1ccccc1 | -9% | -4% | 1 | -4% | -3% | 0% | 1% | -6% | 1% | -10 | -5
COc1ccc(NS(=O)(=O)c2ccc3oc(SCc4ccc(F)cc4)nc3c2)cc1 | ? | ? | -1 | 0% | -6% | 7% | 8% | -3% | 1% | 6 | 11
O=C(Cc1ccc(Cl)cc1)Nc1ncccn1 | 0% | -1% | 3 | -2% | -3% | -13% | 3% | 3% | 0% | 3 | -12
Cc1cc(CNC(=O)COc2ccc(F)cc2)c2ccccc2n1 | ? | -16% | 0 | -10% | -7% | 0% | -5% | -4% | 3% | -19 | -3
O=S(=O)(c1ccc2c(c1)OCCO2)N1CCN(Cc2ccc3c(c2)OCO3)CC1 | -3% | 7% | 3 | -9% | -4% | -2% | 9% | 1% | 4% | 17 | -6
Cc1nc(SCC(O)CO)c([N+](=O)[O-])[nH]1 (stereo not given) | 6% | -1% | 0 | -4% | -1% | 2% | 0% | 3% | 1% | 17 | 32[activator]
O=C(NCc1cccs1)C1CCCN(c2ncccn2)C1 (stereo not given) | 13%[0.365 µM] | / | 1 | 8% | 2% | 3% | -2% | -3% | -8% | 10 | 6
COCCN(C(=O)COC(=O)CCC(=O)c1cccs1)c1c(N)n(Cc2ccccc2)c(=O)[nH]c1=O | / | / | / | 0% | 2% | -3% | 0% | 19% | 6% | 22 | -8
CN1CCN(S(=O)(=O)c2cccc3nsnc23)CC1 | 0% | 10% | 0 | -5% | -4% | 0% | 1% | 5% | 2% | 13 | -3
CCn1cc(C(=O)NCC(OC)OC)c(=O)c2cc(S(=O)(=O)N3CCC(C)CC3)ccc21 | 1% | 7% | 0 | -2% | -5% | -1% | -15% | 6% | 1% | -2 | -20
COc1cccc(CNc2ccc3[nH]c(=O)[nH]c3c2)c1OCc1ccccc1 | ? | 8% | -1 | 0% | -7% | -5% | -6% | 0% | -3% | 4 | 3
COc1cc(C=O)ccc1OC(=O)c1cccnc1 | -18%[1.91 µM] | -1% | 1 | -7% | -3% | -3% | 0% | 6% | -3% | 4 | -1
Cn1c(=O)c(C(=O)NNC(=O)c2cccc(Cl)c2)c(O)c2ccccc21 | 14µM* | 18µM* | 1 | -3% | -4% | ? | -5% | -4% | 0% | -10 | 5
CC(OC(=O)COc1ccccc1Cc1ccccc1)C(=O)N(C)c1ccccc1 (stereo not given) | / | / | / | -5% | -1% | -3% | -4% | 2% | 2% | 1 | 0
COc1ccccc1NS(=O)(=O)c1cccc(C(=O)N/N=C/c2ccc(OCC(=O)O)cc2)c1 | 27% | -7% | 3 | -2% | -11% | 2% | -1% | 4% | 1% | 1 | 5
O=C(Nc1ccon1)c1sc2ccccc2c1Cl | -17% | 4%[0.365 µM] | 1 | 3.2µM* | 4µM* | -3% | 13µM* | -20% | 7.6µM* | 3 | -14
COC(=O)Oc1ccc(/C=N/NC(=O)CN(c2ccccc2Cl)S(C)(=O)=O)cc1OC | 0.0089µM* | 0% | 2 | -3% | -5% | 3% | ? | -10% | 0% | -10 | -7
Cc1cc(C)c(OCCNC(=O)c2ccccc2Sc2ccccc2C#N)c(C)c1 | ? | -25% | -4 | -3% | 1% | 0% | -7% | -10% | 5% | -34 | 8
O=[N+]([O-])c1nn(-c2ccc3c(c2)OCCO3)n(O)c1=Nc1ccc(Cl)cc1 | ? | -22% | 0 | -8% | -5% | 0% | 1% | -13% | ? | 9 | ?
C=CCNCC(=O)Nc1sc2c(c1C(=O)Nc1ccc(OC)cc1OC)CCC2 | 0.45µM* | 1.3µM* | 1 | -10% | -5% | -6% | -11% | 1% | -3% | 0 | -14
N#CCc1c(C#N)c(N)nc(N2CCN(Cc3ccc4c(c3)OCO4)CC2)c1C#N | -17% | -7% | -3 | -3% | 4% | -4% | -5% | 1% | 0% | -5 | -4
Cc1c(C#N)c(N=CN(C)C)c(C(=O)c2ccc(Br)cc2)n1-c1ccccc1 | 15% | -5% | 0 | -4% | -3% | 0% | -2% | -3% | 4% | 0 | 8
Cn1c(C(=O)OCC(=O)NCCc2ccccc2)cc2sccc21 | -16% | -1% | 3 | -8% | -1% | -3% | -2% | 9% | 3% | 3 | 5

Some of these compounds in order of their number in RORg inh, rising:
canonical_smiles | RORg inh | Rab9 prom act | NPC1 prom act | Tb PFK block | uPA generation
COC(=O)Oc1ccc(/C=N/NC(=O)CN(c2ccccc2Cl)S(C)(=O)=O)cc1OC | 0.0089µM* | -3% | -5% | 3% | -10%
C=CCNCC(=O)Nc1sc2c(c1C(=O)Nc1ccc(OC)cc1OC)CCC2 | 0.45µM* | -10% | -5% | -6% | 1%
Cn1c(=O)c(C(=O)NNC(=O)c2cccc(Cl)c2)c(O)c2ccccc21 | 14µM* | -3% | -4% | ? | -4%

(continued)
SMILES | RORg inh | VP16 counter | FBPA coupling cs | Rab9 prom act | NPC1 prom act | Tb PFK block | ELG1 genotoxic | uPA generation | FLuc modulator | KCNH2 3.1 inh | Giardia killer
COCc1cc(=O)[nH]c(/N=C(\N)Nc2ccc(C)cc2)n1 | 15% | -3% | -3 | -3% | 2% | 0% | 0% | 2% | 0% | -2 | 13
O=C(OCC(=O)N1CCCCC1)c1ccccc1SCC(=O)N1CCCCC1 | 1% | -5% | -2 | 21% | 9% | -3% | 0% | -6% | ? | -1 | -6
O=C(O)CNS(=O)(=O)c1ccc2c(c1)CCCC2 | 23% | 8% | -1 | 1% | 1% | 0% | 1% | 2% | -14% | 8 | -11
OCCNCC1(O)C2CC3CC(C2)CC1C3 (stereo not given) | 4% | -5% | 2 | 6% | -4% | -8% | -2% | 2% | 3% | 1 | 2
COc1cc(CC(=O)Oc2ccc3c(c2)OCO3)cc(OC)c1OC | 6%[0.365 µM] | / | 0 | 2% | -2% | -16% | 1% | -9% | 3% | 7 | -8
O=C(O)/C=C/C(=O)NCc1ccccn1 | -5% | 0% | 0 | 0% | -12% | 1% | 4% | -5% | -4% | -2 | 26
CN(C)/C(CN1CCCCC1)=C1\N=C(c2ccccc2)OC1=O | 15% | -8% | 1 | -1% | -4% | 0% | 0% | / | 0% | -10 | 1
N#CCNC(=O)c1cccn1-c1ncc(C(F)(F)F)cc1Cl | -19% | -1% | 1 | 3% | -3% | 0% | -1% | 2% | -2% | 16 | -9
COC(=O)c1ccc(NC(=O)c2ccc(NC(=O)c3ccco3)cc2)cc1 | 37% | -20% | / | 1% | 1% | -9% | -8% | 2% | 1% | 13 | -5
C=CCn1c(O)c(C2=c3ccccc3=NC2=O)sc1=Nc1ccc(O)cc1 | -18% | ? | 2 | 8% | 0% | 17% | -2% | -14% | -1% | -11 | -8
Cc1nc(N2CCC(C)CC2)c2c(C)c(C(=O)Nc3ccc(C(F)(F)F)cc3)sc2n1 | -4% | 10% | -3 | -1% | -9% | -4% | ? | 6% | 2% | -22 | -13
CCOCCCNC(=O)c1c(N)n(-c2ccc(S(N)(=O)=O)cc2)c2nc3ccccc3nc12 | -29% | -5% | 3 | 0% | -1% | -7% | 1% | 3% | -7% | 12 | -4
CN(Cc1ccccc1)S(=O)(=O)c1ccc2c(c1)NC(=O)CC(=O)N2 | 6% | -11% | -3 | -1% | 0% | 5% | 0% | 3% | 4% | 3 | -6
COc1cc(/C=C/C(=O)OCC(=O)NCC2CCCCC2)ccc1O | / | / | / | -5% | -2% | 0% | 2% | -10% | -9% | -23 | -1
CCOc1ccccc1-c1noc(CCCC(=O)NC2CCCCC2)n1 | 18% | 15% | -1 | 7% | 3% | 1% | 0% | -16% | -1% | -8 | 7

Whole records from above. Order of screens: RORg inh | VP16 counter | FBPA coupling cs | Rab9 prom act | NPC1 prom act | Tb PFK block | ELG1 genotoxic | uPA generation | FLuc modulator | KCNH2 3.1 inh | Giardia killer
CN(C)/C(CN1CCCCC1)=C1\N=C(c2ccccc2)OC1=O is listed as 15% | -8% | 1 | -1% | -4% | 0% | 0% | / | 0% | -10 | 1
CN(Cc1ccccc1)S(=O)(=O)c1ccc2c(c1)NC(=O)CC(=O)N2 is listed as 6% | -11% | -3 | -1% | 0% | 5% | 0% | 3% | 4% | 3 | -6
N#CCNC(=O)c1cccn1-c1ncc(C(F)(F)F)cc1Cl is listed as -19% | -1% | 1 | 3% | -3% | 0% | -1% | 2% | -2% | 16 | -9
